S1P4 antagonist – S1P4 receptor antagonists, primary screen, cell-based; inhibition, % at 4.98 µM; S1P4-expressing cells, antagonist mode, reporter read-out; hit rate 0.26% among 220,000; Sphingosine 1-phosphate receptor 4 (Homo sapiens), O95977; AID 1510, 2009; in the data active = inhibition above about 29%;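 also: 0% = wells stimulated with agonist and 100% = vehicle wells without agonist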
NPY1 pot ag – NPY-Y1 receptor potentiators or agonists, primary screen, cell-based. activation, % at 3.6 µM. Neuropeptide Y receptor type 1 (Homo sapiens), P25929. hit rate 0.37% among 220,000. NPY-Y1 expressing cells, potentiator/agonist activation; in the data active = activation above about 33%, passing the limit was not always enough;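 also: cells stimulated with NPY at EC10 then isoproterenol at EC100; 0% = low agonist plus stimulus and 100% = saturating agonist plus stimulus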
NPY Y1 blocker – NPY-Y1 receptor antagonists, primary screen, cell-based; Neuropeptide Y receptor type 1 (Homo sapiens), P25929; HEK293-CNG Y1 cells, membrane potential fluorescence; NPY at EC95, then isoproterenol; inhibition, % at 3.6 µM; hit rate 1% among 200,000; AID 1040, 2008;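 active = inhibition above the campaign mean inhibition of all tested compounds plus 3 SD, cut at about 20% in these data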;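 also: 0% = DMSO wells given NPY plus isoproterenol and 100% = isoproterenol alone without NPY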
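Assay system: HEK293 cells with Y1 receptor plus CNG channel | Probe or stimulus: NPY (25 nM), isoproterenol (1 µM), Ro 20-1724 (25 µM) | Timing: Compound incubation 1 h at room temperature, readout 45 min post-stimulation | Measured by: Membrane-potential fluorescent dye readout | Benchmarks: High control isoproterenol alone, low control NPY with isoproterenol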
zfTRPN1 agonist – zebrafish TRPN1 channel agonists, primary screen, cell-based, HEK293, calcium fluorescence; HEK293 zebrafish TRPN1-YFP, Fluo-8 calcium fluorescence; 100% = response to 87 µM carbachol; activation, % at 3 µM; hit rate 0.18% among 220,000; AID 1424, 2008;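 active = activation above its plate's cutoff, the mean activation of test wells on that plate plus 3 SD, cut at about 19% in these data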;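 also: 0% = DMSO alone and 100% = 87 µM carbachol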
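System: zebrafish TRPN1-YFP in HEK293 cells / Dosing: 3 µM single point / Timing: dye loading 1 h at 37 °C, then 30 min room temperature / Signal: Fluo-8 calcium fluorescence, excitation 470-495 nm, emission 515-575 nm / Read-out basis: percent activation from peak over basal fluorescence ratio, control-normalized / Control set: high carbachol 87 µM, low DMSO alone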
CHOP inh – inhibitors of CHOP promoter induction, primary screen, cell-based, unfolded protein response, luciferase reporter; hit rate 3.8% among 220,000; CHO-K1 CHOP-promoter luciferase, tunicamycin-induced, 15-18 h; inhibition, % at 10 µM;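 active = compounds that reduced the stress-induced luciferase reporter signal by more than about 70% of percent inhibition, limit read from the data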;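 also: 0% = tunicamycin plus vehicle and 100% = wells without tunicamycin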
TRPML3 agonist – human TRPML3 channel agonists, primary screen, cell-based, HEK293 TRPML3-YFP, Fluo-8 calcium fluorescence, 3 µM; Mucolipin-3 (Homo sapiens), Q8TDD5; hit rate 0.29% among 220,000; 100% = the carbachol control signal; activation, % at 3 µM; AID 1448, 2008;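 active = activation above its plate's cutoff, the mean activation of the plate's test wells plus 3 SD, cut at about 12% in these data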;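 also: 0% = DMSO only wells and 100% = carbachol wells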
Target sequence (Q8TDD5 whole entry, looked up): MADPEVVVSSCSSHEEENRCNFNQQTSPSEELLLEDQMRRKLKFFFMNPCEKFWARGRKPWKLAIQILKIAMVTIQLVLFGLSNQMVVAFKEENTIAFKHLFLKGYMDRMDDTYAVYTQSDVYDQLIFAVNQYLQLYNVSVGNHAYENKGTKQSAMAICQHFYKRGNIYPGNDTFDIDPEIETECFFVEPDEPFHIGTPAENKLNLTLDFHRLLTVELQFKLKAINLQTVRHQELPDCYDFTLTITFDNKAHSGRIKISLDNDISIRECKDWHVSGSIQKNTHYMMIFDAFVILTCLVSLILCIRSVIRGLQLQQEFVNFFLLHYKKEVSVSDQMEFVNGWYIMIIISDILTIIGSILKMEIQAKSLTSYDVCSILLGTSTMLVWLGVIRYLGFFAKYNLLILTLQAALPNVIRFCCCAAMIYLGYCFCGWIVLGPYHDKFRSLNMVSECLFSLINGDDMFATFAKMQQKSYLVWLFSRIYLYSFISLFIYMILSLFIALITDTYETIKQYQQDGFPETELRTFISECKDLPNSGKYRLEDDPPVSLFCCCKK
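Test system: HEK293 cells stably carrying human TRPML3-YFP; Doses: single dose, 3 µM final nominal compound, 0.3% DMSO final; Schedule: dye loading 1 h 37 °C then 30 min ambient, 125 s read; Technique: Fluo-8 calcium fluorescence; Benchmarks: high control carbachol 87 µM, low control DMSO.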
S1P4 ag – S1P4 receptor agonists, primary screen, cell-based; activation, % at 4.98 µM; hit rate 0.35% among 220,000; S1P4-expressing cell line, agonist reporter assay; in the data active = activation above about 11%;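 also: 0% = DMSO vehicle and 100% = reference agonist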
NPY2 pot ag – NPY-Y2 potentiators or agonists, primary screen, cell-based. Neuropeptide Y receptor type 2 (Homo sapiens), P49146. AID 1359, 2008. cells expressing NPY-Y2, potentiator/agonist read-out. hit rate 0.45% among 220,000. activation, % at 3.6 µM; in the data active = activation above about 27%;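 also: cells stimulated with NPY near EC25 plus isoproterenol at EC100; 0% = vehicle plus submaximal agonist and 100% = vehicle plus saturating agonist; some results beyond the cut were filed as inactive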
Target sequence (P49146 whole entry, looked up): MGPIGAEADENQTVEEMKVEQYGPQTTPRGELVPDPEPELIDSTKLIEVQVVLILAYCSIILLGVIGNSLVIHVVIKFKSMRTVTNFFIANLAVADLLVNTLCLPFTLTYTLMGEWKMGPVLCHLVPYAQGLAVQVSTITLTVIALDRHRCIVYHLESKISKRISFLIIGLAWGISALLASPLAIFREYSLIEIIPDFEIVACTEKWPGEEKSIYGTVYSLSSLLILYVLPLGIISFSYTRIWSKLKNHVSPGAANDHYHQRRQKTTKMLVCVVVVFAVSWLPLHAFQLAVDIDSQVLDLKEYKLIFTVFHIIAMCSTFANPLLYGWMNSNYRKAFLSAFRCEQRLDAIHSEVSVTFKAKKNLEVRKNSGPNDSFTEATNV
EP2 modulator – EP2 receptor modulators, cAMP readout, primary screen, cell-based, HTRF cAMP, PGE2 stimulation. Prostaglandin E2 receptor EP2 subtype (Homo sapiens), P43116. EP2-expressing cells, cAMP HTRF FRET, PGE2 co-stimulation. induction, % at 25 µM. hit rate 0.83% among 260,000. AID 940, 2007;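 active = compounds whose cAMP rise, as percent of the full-agonist control response, exceeds 60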;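 also: rat C6 glioma line stably carrying human EP2 under a CMV promoter; the protocol text gives 20 µM as final concentration; 100% = response of wells given 1 µM PGE2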
Starred values were filed as active, the others as inactive; nt = no result given; & = joins results of further samples.

Structure	S1P4 antagonist	NPY1 pot ag	NPY Y1 blocker	zfTRPN1 agonist	CHOP inh	TRPML3 agonist	S1P4 ag	NPY2 pot ag	EP2 modulator
CCN(CC)C1=NC(=[N+](CC)CC)c2ccccc21	-3.7	2.2	5.5	1.4	-17.6	0.1	-1.4	5.6	-17.5
O=S1(=O)CCN(CCc2c[nH]c3ccccc23)CC1	-9.8	-5.0	-0.8	1.4	-11.8	0.8	0.7	-1.7	6.5
COc1cccc(N2C(=O)NC(=O)/C(=C\c3ccc([N+](=O)[O-])s3)C2=O)c1	2.1	-23.0	-1.5	2.0	-7.0	0.4	0.1	1.4	-30.6
COc1ccc(C2NCCc3[nH]cnc32)cc1 (configuration not stated)	-1.9	-2.1	0.3	1.3	16.2	0.3	1.4	-13.5	12.5
CCOP(=O)(C#CC(C)(C)C)C1(O)CCCCC1 (configuration not stated)	-23.1	15.3	0.7	2.2	7.9	0.9	1.6	-0.7	16.5
CN1CCN(CCOC2c3ccccc3CSc3ccc(Cl)cc32)CC1 (configuration not stated)	-18.0	-23.4	6.1	1.8	3.8	0.7	-3.0	-10.1	-1.2
O=C1NC(=O)N(c2cccc(Br)c2)C(=O)/C1=C/c1ccsc1	-0.8	0.1	-1.6	5.1	-13.7	2.3	-0.1	-8.4	-23.9
O=C(c1csc2c1CCCCC2)N1CCC2(CC1)OCCO2	10.7	6.9	-3.3	1.0	-10.8	-0.2	-2.4	1.9	-4.5
CCOC(=O)C1=C(C)OC(N)=C(C(=O)OC)C12C(=O)Nc1ccc(Br)cc12 (configuration not stated)	-1.1	13.4	-8.6	2.3	36.2	0.3	2.8	8.2	10.4
OC(Cn1c2ccccc2c2ccccc21)C[n+]1cccc2ccccc21 (configuration not stated)	0.0	-0.9	9.9	0.0	-9.7	-0.5	-2.8	-0.7	-99.0&-18.7
Cc1ccc2c(c1)=C/C(=C\c1c(O)[nH]c(=O)[nH]c1=O)C(=O)N=2	-28.5	-5.2	4.6	-0.5	3.5	0.2	-1.1	4.1	27.6
CC(C)c1ccc(-n2c(O)c(/C=N/NC(=O)c3ccncc3)c(=O)[nH]c2=O)cc1	-1.2	-15.0	0.0	0.4	29.7	0.1	-0.4	0.6	8.1

Further results follow.
Structure	S1P4 antagonist	NPY1 pot ag	NPY Y1 blocker	zfTRPN1 agonist	CHOP inh	TRPML3 agonist	S1P4 ag	NPY2 pot ag	EP2 modulator
CCOC(=O)C1=C(N)OC2=C(C(=O)CCC2)C12C(=O)N(C)c1ccccc12 (configuration not stated)	3.0	9.8	nt	1.4	7.2	0.8	0.7	8.6	21.4
COc1ccc(N2C(=O)NC(=O)/C(=C/c3ccc([N+](=O)[O-])s3)C2=O)cc1	-0.3	5.9	nt	2.2	3.3	2.9	0.1	6.2	-53.5
Cc1cccc(NC2=NCCCS2)c1	-0.1	10.4	nt	-0.7	10.2	0.6	1.5	-14.2	0.3
COc1ccccc1CCNC1C2CC3CC(C2)CC1C3 (configuration not stated)	0.0	12.6	3.4	1.6	-3.7	1.1	0.6	14.5	-28.6
CC1(C)C(C(=O)NCc2ccco2)C1(C)C	-9.3	-1.8	2.0	-0.7	7.3	-0.8	1.2	8.5	-12.2
NCCc1c[nH]c2ccc(F)cc12	-12.4	7.4	1.9	3.1	-12.2	1.1	1.2	-3.5	2.2
Oc1cccc(/C=N/NP(=S)(c2ccccc2)c2ccccc2)c1	13.3	16.7	-0.7	-0.6	38.7	0.8	-4.4	12.3	-0.2
CCCCn1c(O)c(/C=C2/C=CC=N2)c(=O)[nH]c1=O	-1.3	3.8	nt	0.1	-1.5	0.5	-0.5	-13.2	-24.0
CN(C)c1ccc(-[n+]2c(-c3ccccc3)cc(-c3ccccc3)cc2-c2ccccc2)cc1	20.4	33.6	50.5*	6.1	66.7	1.9	-3.8	50.7*	-44.7
Cc1ccccc1-n1c(O)c(C(c2ccncc2)c2c(O)n(-c3ccccc3C)c(=O)[nH]c2=O)c(=O)[nH]c1=O	-17.5&-7.5	4.9&-4.1	nt	-0.4&1.1	5.8&1.1	1.0&-0.3	1.2&-2.0	-10.8&5.3	16.2&20.0
O=C1NC(=O)C(=Cc2ccc(-c3cc(Cl)ccc3[N+](=O)[O-])o2)C(=O)N1	-8.6	-10.0	-2.9	0.1	105.0*	0.6	1.3	-1.3	-58.6
Cc1cccc(C)c1NC(=O)CN(C)CC(=O)Nc1ccc(C#N)c(Cl)c1	-24.1	-17.0	5.6	0.7	4.1	1.5	2.0	-12.7	-38.9

Following part.
Structure	S1P4 antagonist	NPY1 pot ag	NPY Y1 blocker	zfTRPN1 agonist	CHOP inh	TRPML3 agonist	S1P4 ag	NPY2 pot ag	EP2 modulator
CN1C(=O)N(C)C(=O)C(CCc2ccccn2)(CCc2ccccn2)C1=O	3.8	-15.6	-3.5	1.8	5.4	1.2	1.2	4.2	13.3
O=[N+]([O-])c1ccc(N2CCCNCC2)c2ncccc12	3.2	-3.2	nt	-1.0	14.1	1.0	0.1	-12.7	-39.4
O=S(=O)(c1ccc(Cl)cc1)N1CC1c1ccccc1 (configuration not stated)	-17.4	-9.1	1.7	-1.0	11.0	0.1	-0.6	-4.7	-8.5
O=[N+]([O-])c1cccc(C2N3CCCN23)c1 (configuration not stated)	-1.8	-3.6	3.9	-0.2	-21.4	0.3	-2.6	0.7	8.7
CC(NC(=O)Oc1ccccc1)C(c1cccs1)N1CCOCC1 (configuration not stated)	-4.4	-10.4	-1.3	-1.3	11.4	0.5	0.3	7.6	21.6
CCC(=Nc1cc(OC)ccc1OC)c1c(O)[nH]c(=O)[nH]c1=O	-3.6	23.8	4.5	0.7	7.3	-0.2	0.1	2.4	23.8
CN1CSC(=S)N(C)C1	-10.5	8.2	-3.7	1.2	-27.5	1.5	1.3	11.8	18.0
c1ccc2c(CCNC3=NCCC3)c[nH]c2c1	-8.5	7.1	2.4	0.3	18.7	-0.2	1.0	-17.0	-10.3
O=C1CC(C(=O)N2CCC3(CC2)OCCO3)CN1CCc1ccccc1 (configuration not stated)	-6.1	4.3	1.2	1.0	16.5	1.2	-1.5	-3.7	4.6
COc1ccc(C)cc1NC(=O)c1c(C)nn(Cc2ccccc2)c1Cl	-13.4	-24.3	20.2*	-1.2	49.1	0.3	0.5	-18.8	40.3
COc1ccccc1N1CCN(Cc2c(F)cccc2Cl)CC1	3.1	-13.1	0.2	-1.1	38.8	0.7	0.2	6.7	12.6
Cc1cc(C)c2c(c1)-c1cc(C)nn1C(c1cccnc1)N2 (configuration not stated)	0.0	14.9	-6.7	-0.8	-0.3	-0.6	-0.6	1.0	23.5

New compounds follow
Structure	S1P4 antagonist	NPY1 pot ag	NPY Y1 blocker	zfTRPN1 agonist	CHOP inh	TRPML3 agonist	S1P4 ag	NPY2 pot ag	EP2 modulator
C#CC(CC)(CC)NC(=O)Nc1ccc(OCC)cc1	4.5	-3.3	-1.5	-1.0	-6.5	0.4	-0.6	17.2	3.3
NC(=S)c1cn(C2OC(CO)C(O)C2O)c2ncnc(N)c12 (configuration not stated)	100.2*	4.1	nt	-0.2	104.8*	0.3	0.3	-25.4	-22.9
Cn1c(O)c(N=Nc2ccc(S(=O)(=O)N3CCOCC3)cc2)c(=O)n(C)c1=O	-17.7	4.3	-2.3	1.4	19.5	0.7	0.1	10.5	-4.9
CN(C)C(=O)Oc1ccc(Cl)c2ccccc12	-10.7	-6.2	-5.5	-1.2	-16.4	-0.4	-2.3	9.9	19.1
CN1CCN(c2nc(N(C)C)oc(=O)c2C#N)CC1	-0.8	-14.1	3.2	0.0	11.7	0.0	-0.4	0.6	25.2
CCCCNC(=O)c1c(N)n(CCCOC)c2nc3ccccc3nc12	-27.5	0.9	2.1	1.1	93.1*	1.3	2.8	3.8	43.1
CCOP(=O)(OCC)C(Cc1ccccc1)NC(C)=O (configuration not stated)	9.2	8.4	nt	0.8	11.0	1.6	1.5	-6.1	-1.4
O=C(C(=O)N1CCC2(CC1)OCCO2)c1c[nH]c2ccccc12	-10.7	-8.0	3.3	0.2	8.4	0.6	-0.3	11.7	-13.7
Cc1ccc2c(c1)N(CCC(=O)N1CCC3(CC1)OCCO3)C(=O)CO2	-12.5	-3.6	4.2	1.5	30.9	0.5	-0.2	-4.2	13.5
C=CCn1c(O)c(/C=N/NC(=O)c2ccncc2)c(=O)[nH]c1=O	6.6	-7.0	nt	1.4	-15.2	-0.1	0.0	-21.9	-2.4
COc1ccc2c(c1O)[C@]13CCN(C)[C@H](C2)[C@@H]1CCC(=O)C3	-1.2	1.4	nt	-0.4	1.3	0.2	0.3	-2.1	-19.8
O=C(c1cc(S(=O)(=O)N2CCOCC2)ccc1F)N1CCC2(CC1)OCCO2	-17.8	7.3	-1.7	0.0	4.9	0.1	0.7	-1.2	-0.8

Next section:
Structure	S1P4 antagonist	NPY1 pot ag	NPY Y1 blocker	zfTRPN1 agonist	CHOP inh	TRPML3 agonist	S1P4 ag	NPY2 pot ag	EP2 modulator
Cc1c(CCN)ccc2c1[nH]c1ccccc12	12.3	-1.0	nt	1.9	0.6	1.9	-0.3	-9.4	-74.3
CC(C)Oc1cccc(C(=O)C2CCCN(C3CCOCC3)C2)c1 (configuration not stated)	-9.1	9.3	1.8	-0.1	16.9	-0.2	0.8	-8.2	14.3
CSc1ccc(CNC(C)C(O)c2ccccc2)cc1 (configuration not stated)	5.5	-21.7	2.7	0.1	-15.1	0.7	-0.2	-0.7	12.3
O=C1C=Cc2ccccc2C1=O	-16.1	24.6	6.4	-1.2	0.0	0.8	1.4	7.9	2.8
CCN1CCN(c2ccc(N)cc2C)CC1	1.7	3.8	3.0	0.5	45.8	0.3	-1.5	-6.6	-4.5
Cc1nn(C2CCOC(C)(C)C2)c2c1C(c1ccc(OC(C)C)cc1)SCC(=O)N2 (configuration not stated)	-8.8	10.2	1.4	-2.3	7.1	-1.6	1.6	-1.4	-11.7
CC1NCCC2(O)CCCCC12 (configuration not stated)	-12.5	-1.6	2.7	1.1	8.1	-0.8	1.5	3.0	-5.5
NC(CC(=O)O)C1CCCCC1 (configuration not stated)	-21.8	12.2	2.3	0.3	-6.6	1.1	2.0	-4.8	0.8

Screening results (PubChem)

An excerpt, so the mix of outcomes need not match the whole.
